Akt phos inh: Akt phosphorylation inhibition | Neuro2A IGF-stimulated pAkt S473 HTRF, 20 min; hits give low values | activity change, % for hits at 50 µM | actives 0.32% (n = 360,000); in the data active = activity change below about -80%; inconclusive = mostly about -51% to -80%; note: % is set by controls: 0 for no effect and ±100 for the full control effect
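Single-point screen (50 µM final compound) in Neuro2A cells stimulated 20 min with 6 nM IGF at 37 deg C. After lysis, Ser473-phosphorylated Akt read by HTRF (ex 330 nm, em 615/665 nm) as the 665/615 ratio.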
Abeta rescue: A-beta toxicity reversal in yeast; actives 0.063% (n = 410,000); yeast expressing A-beta42, growth rescue, OD600, 48 h; response scale: 0% DMSO, 100% iron-clioquinol control; AID 1347071; Potency, µM (series often up to 46.1 µM), inactives show at the highest dose growth rescue, most hits filed as activators; note: potency is the fitted concentration of half-maximal effect; nearly all actives have a fitted effect of over 55% in size
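Growth rescue measured by 600 nm absorbance after 48 h yeast culture at 30 C with compound. Values normalized between DMSO and an equimolar ferric chloride plus clioquinol control.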
TDP43 rescue: rescues yeast growth from TDP-43 toxicity; TDP-43 expressing yeast growth rescue, BacTiter-Glo, 24 h; Potency, µM (doses to about 46.1 µM), for inactives: at the top dose growth rescue (activation), most hits filed as activators; actives 1.8% (n = 410,000); note: potency is the fitted concentration of half-maximal effect; % of control where 0% means no effect; nearly all actives have a fitted effect of over 50% in size
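In this qHTS, compounds that restore growth of yeast expressing TDP-43 appear as activators. Cells (OD600=0.02, galactose medium, raffinose-pregrown) are incubated with compound 24 hr at 30 deg C and growth is quantified by BacTiter-Glo.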
aSyn rescue: rescues yeast growth from alpha-synuclein toxicity; Yeast expressing alpha-synuclein, growth rescue, BacTiter-Glo, 24 h; Potency, µM (highest dose often 46.1 µM), for the others: at the top dose growth rescue (activation), most hits filed as activators; actives 0.14% (n = 370,000); AID 652106; note: potency is the fitted concentration of half-maximal effect; % of control where 0% means no effect; nearly all actives have a fitted effect of over 65% in size
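Rescue of yeast growth: cells expressing toxic alpha-synuclein, induced in galactose at OD600 0.02, incubated with compound 24 h at 30 C. ATP luminescence quantified growth; inhibitors of toxicity appear as activators.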
FUS yeast rescue: rescues growth of FUS-expressing yeast. S. cerevisiae FUS-expressing, growth rescue, OD600, 24 h. Potency, µM (titrated, usually from 76.6 µM), without a hit: top-dose growth rescue (activation), most hits filed as activators. actives 0.24% (n = 390,000);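 note: potency is the fitted concentration of half-maximal effect; plate controls were DMSO vehicle for no effect and reference control for full effect; nearly all actives have a fitted effect of over 55% in size; some results filed as inactive show a strong effect at the top dose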
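FUS-expressing yeast, raffinose-pregrown, induced in 2% galactose minimal medium at OD 0.005; compounds in a dilution series, 24hr at 30C. Growth restoration read as absorbance at 600 nm. CP55940 positive control, DMSO negative.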
PTHR1 ag: activates the human parathyroid hormone receptor PTHR1. Q03431. actives 0.075% (n = 410,000). Potency, µM (titrated, usually from 115 µM), without a hit: top-dose activation, most hits filed as activators. AID 743266. HEK293 GP2 PTHR1 cells, GloSensor cAMP luminescence, 1 h; note: potency is the fitted concentration of half-maximal effect; nearly all actives have a fitted effect of over 55% in size; some results filed as inactive show a strong effect at the top dose; inactives centre near -15; many of its hits are not listed in these tables
Target sequence (Q03431 whole entry, looked up): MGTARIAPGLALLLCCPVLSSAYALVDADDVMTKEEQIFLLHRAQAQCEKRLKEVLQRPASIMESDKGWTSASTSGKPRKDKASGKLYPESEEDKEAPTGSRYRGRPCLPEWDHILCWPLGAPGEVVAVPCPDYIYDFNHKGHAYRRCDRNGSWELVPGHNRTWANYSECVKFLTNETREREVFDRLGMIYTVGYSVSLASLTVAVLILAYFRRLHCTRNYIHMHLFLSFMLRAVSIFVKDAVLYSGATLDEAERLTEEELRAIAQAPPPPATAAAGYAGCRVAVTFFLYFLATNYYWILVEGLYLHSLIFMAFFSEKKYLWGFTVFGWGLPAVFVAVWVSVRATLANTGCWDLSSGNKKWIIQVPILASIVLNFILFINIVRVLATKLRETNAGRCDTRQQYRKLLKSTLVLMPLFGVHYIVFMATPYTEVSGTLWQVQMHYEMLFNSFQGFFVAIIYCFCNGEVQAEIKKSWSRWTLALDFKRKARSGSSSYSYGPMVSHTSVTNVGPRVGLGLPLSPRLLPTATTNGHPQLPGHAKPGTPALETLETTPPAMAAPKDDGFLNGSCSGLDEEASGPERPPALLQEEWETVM
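HEK-293-derived GP2 cells expressing PTHR1 and a GloSensor cAMP reporter, 3,000/well, plated overnight, given luciferin plus IBMX (each 0.5 mM as added) for 1 h at 37 °C, then compound for 1 h at 37 °C. Luminescence was read after 15 min at room temperature.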
D3 antag: antagonists of human D3 dopamine receptor | P35462 | actives 2.5% (n = 360,000) | D3R cells, DiscoveRx beta-arrestin luminescence, antagonist mode; hits give low values | max response, negative = inhibition, %; in the data active = max response below about -50%; inconclusive = no clear call, values can overlap the other calls; note: % is set by controls: 0 for no effect and ±100 for the full control effect; mostly tested at two doses, the higher about 12 µM
Target sequence (P35462 whole entry, looked up): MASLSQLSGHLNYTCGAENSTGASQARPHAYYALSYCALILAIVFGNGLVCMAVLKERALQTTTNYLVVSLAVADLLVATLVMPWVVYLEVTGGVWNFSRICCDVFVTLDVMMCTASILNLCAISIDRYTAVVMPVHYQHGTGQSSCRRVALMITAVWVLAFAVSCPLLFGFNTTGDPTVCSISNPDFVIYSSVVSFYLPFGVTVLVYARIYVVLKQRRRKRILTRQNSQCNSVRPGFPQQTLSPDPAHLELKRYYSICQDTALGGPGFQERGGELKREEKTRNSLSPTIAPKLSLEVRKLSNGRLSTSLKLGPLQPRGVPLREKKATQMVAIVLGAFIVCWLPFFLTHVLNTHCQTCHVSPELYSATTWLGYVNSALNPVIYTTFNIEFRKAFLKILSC
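Cells expressing the human receptor were seeded at 1500 cells/well, incubated overnight at 37 degrees C in 5% CO2, then exposed to library compounds with dopamine controls for 90 minutes at 37 degrees C before luminescent detection.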
GLP1R ag: GLP-1 receptor (human) agonism; P43220; HEK293 GLP-1R CRE-luciferase, luminescence, 4-6 h; cells express a hypersensitive GLP-1R form; Potency, µM (highest dose often 45.6 µM), without a hit: at the top dose activation, most hits filed as activators; actives 0.007% (n = 380,000); AID 624172; note: potency is the fitted concentration of half-maximal effect; % of control where 0% means no effect
GLP1R inv ag: inverse agonists of human GLP-1 receptor. P43220. HEK293 GLP-1R CRE-luciferase, luminescence, 24 h; GLP-1R form is constitutively active. Potency, µM (series often up to 38.3 µM), for the others: at the top dose activity change, negative = inhibition, most hits filed as inhibitors. actives 1.6% (n = 410,000); note: potency is the fitted concentration of half-maximal effect; % is set by controls: 0 for no effect and ±100 for the full control effect; nearly all actives have a fitted effect of over 55% in size
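HEK293 cells stably co-expressing constitutively active GLP-1R and a cAMP-responsive luciferase reporter were seeded in DMEM with 10% Nu serum, given compounds after 12 h, and incubated 24 h at 37 deg C. Luminescence was then read.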
Numbers without * were called inactive; i = inactive; ? = inconclusive; / = no result given; [ ] = dose if it differs, or a comment. Unless noted, calls come from the whole dose curve; as a rule, active = well fitted curve in the direction sought with a large enough effect; inconclusive = small, poorly fitted or top-dose-only effect, or another doubt; inactive = no such curve, though single readings can be large; an effect the other way counts as inactive or inconclusive. The list is partial; rates above refer to the full screens.

SMILES	Akt phos inh	Abeta rescue	TDP43 rescue	aSyn rescue	FUS yeast rescue	PTHR1 ag	D3 antag	GLP1R ag	GLP1R inv ag
CN(Cc1cccc(F)c1)C(=O)c1ccc(S(=O)(=O)N2CCCCCC2)cc1	i	3%	?	11%	?	-45%[inhibitor]	-5	8%	?
COc1ccc(-c2nc(SCC(=O)Nc3ccc4c(c3)OCCO4)c(-c3ccc(F)cc3)[nH]2)cc1OC	/	0%	10%	/	28%	i	/	/	?
CCOc1ccccc1N=C1SCC(C)N1C(=O)C1CCN(c2ncnc3sc(C)c(C)c23)CC1 (stereo not given)	i	19%	20µM*	6%	4%	-26%	12	-3%	?
O=C(CSc1ncn[nH]1)NCCc1ccccc1	i	12%	-5%	3%	2%	i	23	-6%	6%
COc1ccc(C(CNC(=O)c2sccc2C)N2CCOCC2)cc1 (stereo not given)	i	1%	3%	10%	8%	i	21	4%	10%
COc1ccccc1CC(=O)Nc1ccc(S(=O)(=O)N2CCOCC2)cc1	i	1%	-14%	-9%	0%	15%	-4	13%	-7%
CS(=O)(=O)N(CC(=O)NCc1ccc2c(c1)OCO2)c1ccccc1	i	3%	2%	0%	3%	i	9	-1%	8%
Cc1ccccc1C(=O)Nc1nnc(S(=O)(=O)N(C)Cc2ccc(Cl)cc2)s1	/	-8%	17%	/	11%	-66%[inhibitor]	/	/	-7%
COc1ccc(/C(O)=C2/C(=O)C(=O)N(CCCN3CCOCC3)C2c2ccc(OC)cc2)cc1 (stereo not given)	i	-6%	12%	1%	-7%	-19%	12	-1%	12%
COCC(=O)N(C)c1nnc(-c2ccc([N+](=O)[O-])cc2)s1	i	-5%	-6%	-8%	31%	i	1	-3%	11%
CC(C)(C)c1cnnn1-c1ccc(NC(=O)c2ccc3c(c2)OCO3)cc1	i	-12%	?	4%	17%	i	10	28%	0%
Cc1ccccc1C(=O)Nc1cccc(NC(=O)c2ncn[nH]2)c1	i	-7%	-11%	-2%	-8%	i	22	0%	6%

A few values from the list.
Reading for COCC(=O)N(C)c1nnc(-c2ccc([N+](=O)[O-])cc2)s1 under FUS yeast rescue: 31%
Reading for CN(Cc1cccc(F)c1)C(=O)c1ccc(S(=O)(=O)N2CCCCCC2)cc1 under Abeta rescue: 3%

(continued)
SMILES	Akt phos inh	Abeta rescue	TDP43 rescue	aSyn rescue	FUS yeast rescue	PTHR1 ag	D3 antag	GLP1R ag	GLP1R inv ag
N=C1/C(=C/c2ccc(OC(=O)c3ccco3)cc2)C(=O)N=C2SC=CN12	i	-2%	14%	-7%	5%	i	-9	7%	9%
O=C(COc1ccc(Br)cc1Cl)NC(=O)Nc1ccc2c(c1)OCCO2	i	5%	/	2%	6%	-3%	19	3%	11%
CCOc1ccc(CC(=O)C2=C(N3CCOCC3)CC(C)(C)CC2=O)cc1OCC	i	-10%	-4%	-6%	29%	i	-22	3%	-9%
Cc1ccc(-c2nc(NC(=O)c3cc(C(C)(C)C)nn3C)sc2C)cc1Cl	i	11%	11%	3%	10%	-11%	10	-8%	?
CCCCN(C)C/C(O)=C(\C#N)c1nc(-c2ccccc2)cs1	i	4%	-19%	-3%	24%	-2%[57.5 µM]	0	-5%	1%
Cc1noc(C)c1-c1ccc(C(=O)Nc2ccccc2)c2occc12	i	-20%	29%	8%	24%	-44%[inhibitor]	-2	33%	-7%
N#Cc1cn(Cc2ccccc2)c(=O)[nH]c1=O	i	-4%	-6%	-1%	7%	-1%	4	6%	1%
Nc1c(C(=O)CSc2nnc(Cc3ccccc3)o2)c(=O)[nH]c(=O)n1C1CC1	i	0%	6%	-2%	6%	i	-3	7%	-20%
COC(=O)[C@H]1C[C@H](OC(=O)NCc2ccc(OC)c(OC)c2)[C@@]2(O)CN(S(=O)(=O)c3ccc(C)cc3)CC2[C@H]1C(=O)OC (stereo not given in full)	i	2%	2%	3%	19%	-24%	25	-1%	11%
C[C@@H]1CN([C@@H](C)CO)C(=O)c2cc(C#CC3CCCCC3)cnc2O[C@@H]1CN(C)S(=O)(=O)c1ccc(F)cc1	i	-13%	?	5%	?	-16%	-17	0%	?
CCCCNC(=O)COCc1cc(-c2ccc3c(c2)OCO3)on1	i	-11%	?	-7%	-12%	-4%	-13	16%	?
C=CCOc1c(CNn2nnnc2N)cccc1OC	i	-3%	13%	3%	4%	i	10	-5%	13%
COc1cccc(/C=N/Nc2nn3cnnc3c3ccccc23)c1	i	-24%	1%	-2%	5%	i	7	-5%	-2%
O=c1[nH]c2ccccc2c2ccccc12	i	-1%	?	?	-15%	-13%	8	4%	25%
CCN(c1ccccc1)S(=O)(=O)c1ccc(Oc2ccc(C(C)=O)cc2OC)nc1	i	0%	18%	4%	?	-20%	2	7%	?
O=C1NC(=Nc2ccc(F)cc2)CS1	i	-6%	3%	-2%	26%	i	-6	-1%	1%
Cc1ccc2c(CC(=O)OC(C)C(=O)NCc3ccc4c(c3)OCO4)coc2c1 (stereo not given)	i	-16%	0%	7%	26%	-28%	46	3%	?
C[C@@H]1O[C@@H](Oc2c(-c3cc(O)c(O)c(O)c3)oc3cc(O)cc(O)c3c2=O)[C@H](O)[C@H](O)[C@H]1O	i	1%	9%	-6%	-29%	0%	16	-4%	1%
CC(=O)Nc1ccc(S(=O)(=O)NCc2nc(-c3ccccc3)no2)cc1	i	-1%	-10%	4%	25%	-10%	2	9%	-7%
CS(=O)(=O)N(CC(=O)NC1CC2CCC1C2)c1cccc(C(F)(F)F)c1 (stereo not given)	i	8%	5%	5%	27%	-10%	1	-5%	-25%
CC(=O)N1c2ccccc2Nc2ccccc21	i	4%	7%	-13%	-2%	-12%	10	-2%	-2%
O=C(CN1CCOCC1)N/N=C/c1cccc2ccccc12	i	3%	5%	-3%	-9%	i	0	3%	6%
O=C(Nc1ccccc1C(F)(F)F)C1CCCC1	i	-9%	-6%	-7%	-17%	i	9	2%	2%
CCNC(=O)CCSc1nnc(-c2ccc(O)cc2)o1	/	-8%	14%	-5%	-13%	-9%	/	-6%	8%
CCOc1cc2nc(-c3ccc(OC)c(OC)c3)nc(N3CCOCC3)c2cc1OC	i	-15%	-3%	-1%	19%	i	3	11%	?
CCOc1ccc(CCNC(=O)COC(=O)c2ccc(C)c([N+](=O)[O-])c2)cc1OCC	i	-6%	20%	-4%	/	i	11	-1%	15%
Cc1ccc(-c2c(C(=O)N/N=C/c3sccc3C)nnn2-c2nonc2N)cc1	/	-23%	9%	-7%	-19%	-11%	-19	8%	?
CC(=O)c1c(C)nc(-c2cccc([N+](=O)[O-])c2)n1O	i	6%	-11%	-33%[inhibitor]	2%	i	-18	-7%	-1%[0.307 µM]
COc1ccc(Cl)cc1Cn1c(C)c(C(=O)NCc2cccc(C(F)(F)F)c2)sc1=O	i	19%	27%	2%	?	i	-60*	-8%	?
Cc1ccc(C2=CSC3=NS(=O)(=O)CCN23)cc1	i	-7%	-7%	-4%	?	i	2	1%	18%
COc1ccc(CCNC(=O)COc2cc(C)cc3oc(=O)cc(C)c23)cc1OC	i	8%	23%	0%	9%	13%	11	-2%	16%
Cc1ccc(SCc2cc(=O)n3[nH]cnc3n2)cc1	i	-3%	-6%	9%	12%	-23%	0	-6%	5%
CCOc1ccc(NC(=O)CN2CCN(C3CCCCC3)C(=O)C2=O)cc1	/	-16%	-16%	/	17%	3%	/	/	10%
COc1ccc(S(=O)(=O)N2CCSC2c2ccc(OC)c(OC)c2)cc1 (stereo not given)	i	12%	22%	9%	27%	-31%[inhibitor]	22	14%	-4%
COC(=O)c1c(NC(=O)C2c3ccccc3Oc3ccccc32)sc(C)c1C	i	3%	8%	7%	-15%	i	-7	-1%	-20%
Cc1ccc(/C=C/S(=O)(=O)NCCC(=O)NCc2ccccc2F)cc1	i	3%	-12%	-7%	-5%	0%	-6	9%	?
Cc1ccccc1NC(=O)CSc1nc2ccc(NC(=O)c3ccccc3)cc2s1	/	-8%	25%	/	22%	-32%[inhibitor]	/	/	?
O=C(NS(=O)(=O)Nc1ccccc1)C1=C(N2CCCC2)COC1=O	i	3%	-17%	5%	3%	i	-7	15%	3%

Compounds from the list above with an NH in an aromatic ring, in the order listed:
SMILES	Akt phos inh	Abeta rescue	TDP43 rescue	aSyn rescue	FUS yeast rescue	PTHR1 ag	D3 antag	GLP1R ag	GLP1R inv ag
COc1ccc(-c2nc(SCC(=O)Nc3ccc4c(c3)OCCO4)c(-c3ccc(F)cc3)[nH]2)cc1OC	/	0%	10%	/	28%	i	/	/	?
O=C(CSc1ncn[nH]1)NCCc1ccccc1	i	12%	-5%	3%	2%	i	23	-6%	6%
Cc1ccccc1C(=O)Nc1cccc(NC(=O)c2ncn[nH]2)c1	i	-7%	-11%	-2%	-8%	i	22	0%	6%
N#Cc1cn(Cc2ccccc2)c(=O)[nH]c1=O	i	-4%	-6%	-1%	7%	-1%	4	6%	1%
Nc1c(C(=O)CSc2nnc(Cc3ccccc3)o2)c(=O)[nH]c(=O)n1C1CC1	i	0%	6%	-2%	6%	i	-3	7%	-20%
O=c1[nH]c2ccccc2c2ccccc12	i	-1%	?	?	-15%	-13%	8	4%	25%
Cc1ccc(SCc2cc(=O)n3[nH]cnc3n2)cc1	i	-3%	-6%	9%	12%	-23%	0	-6%	5%
